ATXN2 expr inh: Primary qHTS for Inhibitors of ATXN expression. Potency, µM (top dose mostly 57 µM), for the others: top-dose activity change, negative = inhibition, hits mostly inhibitors. HEK-293 ATXN2-luciferase reporter, luminescence, 24 h. 360,000 tested, 0.72% active; also: potency is read from the fitted curve at half-maximal effect; % is scaled to controls: 0 for no effect and ±100 for the full control effect; nearly all actives have a fitted effect of over 55% in size
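qHTS (up to 57 uM final) was run with 24 h compound exposure of reporter cells at 37 °C. Each well was multiplexed: SteadyGlo luminescence measured ATXN2-luciferase expression after a fluorogenic Gly-Phe-AFC viability readout (25 uM final).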
TGFb SMAD3 inh: qHTS for Inhibitors of TGF-b | HepG2 CAGA-GFP TGF-b/SMAD3 reporter, GFP fluorescence, 18 h; TGF-beta stimulated, 500 pg/mL final | Potency, µM (titrated, usually from 46.1 µM), for the others: at the top dose activity, negative = inhibition, usual class: inhibitors | 410,000 tested, 1.2% active; also: potency is read from the fitted curve at half-maximal effect; % is scaled to controls: 0 for no effect and ±100 for the full control effect; nearly all actives have a fitted effect of over 65% in size
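Inhibition of TGF-beta-driven CAGA-GFP reporter expression in HEPG2 cells is measured by cellular GFP fluorescence after 18 h stimulation with 500 pg/mL recombinant TGF-beta in 1% FBS medium at 37 degrees C.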
HepG2 viability: qHTS for Inhibitors of TGF-b: Cytotox Counterscreen; HepG2 CAGA-GFP viability, ATP luminescence, 18 h; Potency, µM (series often up to 46.1 µM), inactives show top-dose activity change, negative = cytotoxicity, hits mostly cytotoxic; 410,000 tested, 0.76% active; also: potency is read from the fitted curve at half-maximal effect; some results filed as inactive show a strong effect at the top dose
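HepG2 CAGA-GFP cells (1000/well, DMEM with 1% FBS) received compound, then TGF-beta at 500 pg/mL final, and were incubated 18 hours at 37 degrees C. Viability was read by CellTiter-Glo luminescence. Media-only wells were set as complete cell-killing and DMSO as no toxicity.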
EPAC2 ag: qHTS for Agonist of cAMP-regulated guanine nucleotide exchange factor 4 (EPAC2): primary screen | Rap guanine nucleotide exchange factor 4 (Homo sapiens), Q8WZA2 | EPAC2 activation, biochemical qHTS; response scale: 100% = 6.5 mM cAMP response | Potency, µM (highest dose often 154 µM), for inactives: at the top dose activation, hits mostly activators | 360,000 tested, 0.079% active; also: potency is read from the fitted curve at half-maximal effect; nearly all actives have a fitted effect of over 50% in size
Target sequence (Q8WZA2 whole entry, looked up): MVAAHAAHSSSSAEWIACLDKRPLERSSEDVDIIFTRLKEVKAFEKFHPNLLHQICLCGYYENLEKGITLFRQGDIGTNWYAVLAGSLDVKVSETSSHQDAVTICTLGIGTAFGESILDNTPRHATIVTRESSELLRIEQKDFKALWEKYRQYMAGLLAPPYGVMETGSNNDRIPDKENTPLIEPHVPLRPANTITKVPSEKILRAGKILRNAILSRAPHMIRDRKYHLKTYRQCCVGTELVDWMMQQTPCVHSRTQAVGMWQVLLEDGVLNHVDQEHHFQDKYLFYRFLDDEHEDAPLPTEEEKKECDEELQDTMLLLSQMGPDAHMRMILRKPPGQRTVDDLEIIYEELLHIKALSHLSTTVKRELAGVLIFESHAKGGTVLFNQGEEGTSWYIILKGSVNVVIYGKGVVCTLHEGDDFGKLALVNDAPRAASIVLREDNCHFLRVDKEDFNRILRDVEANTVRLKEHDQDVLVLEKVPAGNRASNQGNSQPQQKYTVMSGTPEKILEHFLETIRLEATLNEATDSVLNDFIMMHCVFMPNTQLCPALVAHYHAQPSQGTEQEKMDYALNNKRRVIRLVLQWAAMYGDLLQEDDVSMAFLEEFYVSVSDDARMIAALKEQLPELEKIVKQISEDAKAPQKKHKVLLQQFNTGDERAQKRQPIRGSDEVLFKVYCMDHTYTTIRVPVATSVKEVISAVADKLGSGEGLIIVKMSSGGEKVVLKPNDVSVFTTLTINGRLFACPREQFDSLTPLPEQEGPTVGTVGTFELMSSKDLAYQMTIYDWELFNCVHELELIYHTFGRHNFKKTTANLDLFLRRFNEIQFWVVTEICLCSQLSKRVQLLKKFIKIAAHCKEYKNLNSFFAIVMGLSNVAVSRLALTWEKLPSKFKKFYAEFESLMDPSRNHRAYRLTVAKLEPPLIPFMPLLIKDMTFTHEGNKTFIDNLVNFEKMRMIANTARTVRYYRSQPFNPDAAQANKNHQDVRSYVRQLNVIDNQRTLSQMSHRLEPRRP
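Readout is BODIPY fluorescence (480 nm excitation, 540 nm emission), which falls as labeled GDP is exchanged off Rap1B. EPAC2 at 100 nM acted on 250 nM RAP1B-BODIPY-GDP with 50 uM GDP present.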
IL2 activator: qHTS of IL-2 Activators; IL-2 activation reporter assay, cell-based qHTS; stimulated with anti-CD3/CD4/CD28 beads; in transgenic mouse T cells; activation, % (series mostly up to about 46 µM); 360,000 tested, 0.065% active; in the data active = activation above about 50%; inconclusive = mostly about 30% to 49%; also: 0% is about no effect
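Unstimulated transgenic mouse T cells; 60-min compound exposure; bead-based TCR/CD4/CD28 stimulation; 18 h culture, 37 degrees C; dual fluorescence (EGFP, DsRed) plate cytometry.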
Nrf2 activator: qHTS of Nrf2 Activators. 410,000 tested, 0.31% active. Potency, µM (highest dose often 46.1 µM), for inactives: top-dose activation, most hits filed as activators. AREc32 ARE-luciferase reporter (MCF7-derived line), luminescence, 24 h. AID 624171, 2012; also: potency is read from the fitted curve at half-maximal effect; % of control where 0% means no effect; nearly all actives have a fitted effect of over 65% in size
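Quantitative high-throughput format: AREc32 reporter cells, 1000 per well, received compound by pin transfer and were incubated 24 hr at 37 deg C, 5% CO2, before Steady-Glo luminescence detection.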
A549 tox: Nrf2 qHTS screen for inhibitors: counterscreen for cytotoxicity; A549 ARE-Fluc cells, CellTiter-Fluor viability, 18-24 h; Potency, µM (series often up to 46 µM), for the others: top-dose activity change, negative = cytotoxicity, most hits filed as inhibitors; 390,000 tested, 0.16% active; also: potency is read from the fitted curve at half-maximal effect; % is scaled to controls: 0 for no effect and ±100 for the full control effect
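Cytotoxicity counterscreen: CellTiter-Fluor fluorescence was measured in A549 ARE_Fluc cells after 18-24 h of compound exposure in a concentration series. The subsequent BugLite luminescent read reports ARE-luciferase activity.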
S2 tox: Viability Counterscreen for Primary qHTS for Inhibitors of ATXN expression | S2 cells (HEK-293 line with an ATXN2-luciferase reporter) viability, CellTiter-Fluor protease fluorescence, 24 h | 400,000 tested, 0.49% active | AID 651635, 2014 | Potency, µM (titrated, usually from 56.7 µM), most hits filed as cytotoxic; also: potency is read from the fitted curve at half-maximal effect; nearly all actives have a fitted effect of over 40% in size
Nrf2 block: Nrf2 qHTS screen for inhibitors. A549 ARE-Fluc reporter, luciferase luminescence, 18-24 h. Potency, µM (series often up to 46 µM), for the others: top-dose activity change, negative = inhibition, most hits filed as inhibitors. 360,000 tested, 2.1% active. AID 504444, 2011; also: potency is read from the fitted curve at half-maximal effect; % is scaled to controls: 0 for no effect and ±100 for the full control effect; nearly all actives have a fitted effect of over 60% in size
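Reporter: ARE-Fluc in A549. Exposure: 18-24 h, 37 °C, 5% CO2, 5% FBS OPTI-MEM. Readouts: fluorescent cytotoxicity (CellTiter-Fluor), then luminescent Nrf2 signal after BugLite.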
Starred values were filed as active, the others as inactive; i = inactive; ? = inconclusive; nt = no result given; [ ] = remark or other dose. Unless noted, calls follow the shape of the dose curve; as a rule, active = well fitted curve in the direction sought with a large enough effect; inconclusive = small, poorly fitted or top-dose-only effect, or another doubt; inactive = no such curve, though single readings can be large; an effect the other way counts as inactive or inconclusive.

cpd	structure	TGFb SMAD3 inh	EPAC2 ag	HepG2 viability	Nrf2 block	S2 tox	Nrf2 activator	ATXN2 expr inh	A549 tox	IL2 activator
1	O=C(Nc1ccncc1)c1cccc(S(=O)(=O)N2CCN(c3ccc(F)cc3)CC2)c1	0%	6%	-22%	?	?	0.3%	?	-13%	-4.6
2	CCCN1CCC(C)(C(=O)Nc2ccccc2Oc2ccccc2)C1 (stereo not drawn)	-1%	8%	-1%	nt	i	-0.7%	6%	nt	1.2
3	CCOC(=O)c1sc(NC(=O)COC(=O)CNC(=O)c2ccco2)c(C(=O)OCC)c1C	2%	-4%	-17%	-15%	i	-0.7%	8%	-3%	-3.5
4	COc1ccc(NC(=O)C(=O)NCCc2ccc(OC)c(OC)c2)c(OC)c1	4%	nt	1%	-17%	i	-0.3%	-25%	-2%	nt
5	Cc1cc(C)c2ccc3c(C)c(C)nc3c2[nH]1	5%	3%	-24%	-23%	i	10%	-11%	?	-1.0
6	O=C(COC(=O)[C@@H]1CCCN1C(=O)c1cccs1)NCCc1ccccc1	-4%	-4%	-3%	15%	i	-0.2%	1%	0%	0.1
7	c1ccc(COc2cncc(-c3cccnc3)c2)cc1	-10%	2%	6%	?	i	0.4%	6%	10%	-2.3
8	O=C(Nc1ccnn1C1CCN(CC2CC=CCC2)CC1)c1ccccc1 (stereo not drawn)	-6%	7%	-6%	6%	i	0.4%	nt	-7%	0.4
9	Cc1ccc(CNC(=O)C2CCN(c3nc4ccccc4n(C)c3=O)CC2)cc1	-1%	nt	1%	-13%	i	-0.6%	6%	0%	nt
10	Cc1cc(C(C)(C)C)ccc1OCCn1ccnc1	-6%	-4%	0%	-25%	i	-0.2%	-6%	1%	-2.4
11	Cn1nc(C(F)(F)F)c(-c2ccc(Br)cc2)c1NC(=O)C1CCC1C(=O)O (stereo not drawn)	0%	8%	23%	-17%	i	-0.2%	17%	-16%	0.3
12	Cc1ccc(NC(=O)c2ccc(CNc3c(N4CCOCC4)c(=O)c3=O)cc2)cc1	2%	-3%	-14%	-7%	i	0.0%	-12%	1%	-0.5
13	C=C(Cl)COc1ccc2c(CCCC)cc(=O)oc2c1	13%	27%	-11%	nt	i	2.5%	-9%	6%	-0.4
14	COc1ccc(CNS(=O)(=O)c2ccc(Br)s2)cc1	23%	15%	-3%	-6%	i	-0.4%	7%	-3%	0.6
15	CCn1c(SCC(=O)N2CCCc3ccccc32)nnc1-c1c[nH]c2ccccc12	?	8%	-27%	?	i	-0.6%	-9%	-8%	2.2

At a glance, part of the list above:
cpd	structure	TGFb SMAD3 inh	EPAC2 ag	HepG2 viability	Nrf2 block	S2 tox	Nrf2 activator	ATXN2 expr inh	A549 tox	IL2 activator
13	C=C(Cl)COc1ccc2c(CCCC)cc(=O)oc2c1	13%	27%	-11%	nt	i	2.5%	-9%	6%	-0.4
14	COc1ccc(CNS(=O)(=O)c2ccc(Br)s2)cc1	23%	15%	-3%	-6%	i	-0.4%	7%	-3%	0.6
15	CCn1c(SCC(=O)N2CCCc3ccccc32)nnc1-c1c[nH]c2ccccc12	?	8%	-27%	?	i	-0.6%	-9%	-8%	2.2

The list goes on:
cpd	structure	TGFb SMAD3 inh	EPAC2 ag	HepG2 viability	Nrf2 block	S2 tox	Nrf2 activator	ATXN2 expr inh	A549 tox	IL2 activator
16	CCCCN(CC(=O)NCc1ccc(F)cc1)C(=O)c1ccco1	4%	0%	3%	5%	i	0.1%	nt	5%	-0.3
17	Cc1cc(C)c(C#N)c(SCc2nc3ccccc3[nH]2)n1	-25%	1%	-13%	26%	i	15%	114%[activator]	2%	-1.1
18	C[C@@H]1CN([C@H](C)CO)C(=O)c2cc(NC(=O)Cc3ccccc3)ccc2O[C@H]1CN(C)Cc1ccc(Oc2ccccc2)cc1	11µM*	-5%	-25%	?	?	-2.5%	?	-24%	-0.6
19	COc1cc(OC)cc(C(=O)OCC(=O)Nc2ccc(F)cc2F)c1	6%	-3%	-15%	6%	i	0.1%	-17%	9%	1.8
20	CCOc1ccc(CCNC(=O)CCNS(=O)(=O)c2ccc3c(c2)CCN3C(C)=O)cc1OCC	-1%	7%	-1%	?	i	-0.4%	-1%	1%	-3.5
21	CCS(=O)(=O)n1nc(-c2ccc(OC)cc2)nc1SC	1%	4%	-1%	27%	i	0.4%	46%[activator]	-4%	-0.2
22	COc1ccc(NS(=O)(=O)c2cccc(C(=O)N/N=C/c3ccccc3OC)c2)cc1	-5%	3%	-1%	4%	?	-0.1%	5%	-1%	0.2
23	CCCOc1cccc(C(=O)NC(=S)Nc2cccc(C(F)(F)F)c2)c1	-30%	13%	-43%	?	i	2.8%	-8%	-10%	-1.5
24	CC(=O)Nc1ccc(S(=O)(=O)NC2(C(F)(F)F)C(=O)Nc3c2c(=O)[nH]c(=O)n3-c2ccc(C)cc2)cc1 (stereo not drawn)	-7%	nt	-15%	-13%	i	0.2%	-9%	-2%	nt
25	COc1ccc(CC(=O)NCc2nnc(SCC(=O)Nc3ccc(OC)cc3)n2C)cc1	9%	4%	22%	1%	i	0.2%	nt	-1%	0.2
26	O=C(O)CC1CCCC(c2ccccc2)C1=O (stereo not drawn)	-10%	-1%	13%	15%	i	-0.2%	-5%	-3%	-2.2
27	O=C(NC(CO)Cc1ccccc1)c1ccccc1 (stereo not drawn)	14%	?	-7%	0%	i	-0.3%	-16%	0%	-1.4
28	COc1ccc(OC)c(NC(=O)CCc2nnc3ccc(N4CCC(C)CC4)nn23)c1	-7%	7%	-8%	-20%	i	-0.6%	-21%	0%	-3.1
29	Cc1cc2cc(C)c3nnc(SCC(=O)NCc4ccc5c(c4)OCO5)n3c2cc1C	-2%	4%	0%	?	nt	-0.3%	nt	-14%	-0.8
30	CN(C)S(=O)(=O)c1cccc(NC(=O)CCc2nc3sc4c(c3c(=O)[nH]2)CCCC4)c1	?	12%	-15%	16µM*	?	1.5%	?	-16%	-0.5

Arranged by the number under IL2 activator (high to low): some entries from above.
| nr | structure | TGFb SMAD3 inh | EPAC2 ag | Nrf2 activator | IL2 activator |
| --- | --- | --- | --- | --- | --- |
| 2 | CCCN1CCC(C)(C(=O)Nc2ccccc2Oc2ccccc2)C1 (stereo not drawn) | -1% | 8% | -0.7% | 1.2 |
| 29 | Cc1cc2cc(C)c3nnc(SCC(=O)NCc4ccc5c(c4)OCO5)n3c2cc1C | -2% | 4% | -0.3% | -0.8 |
| 28 | COc1ccc(OC)c(NC(=O)CCc2nnc3ccc(N4CCC(C)CC4)nn23)c1 | -7% | 7% | -0.6% | -3.1 |

(listing goes on)
cpd	structure	TGFb SMAD3 inh	EPAC2 ag	HepG2 viability	Nrf2 block	S2 tox	Nrf2 activator	ATXN2 expr inh	A549 tox	IL2 activator
31	CC(OC(=O)C1CCCCC1)C(=O)Nc1cccc(Cl)c1 (stereo not drawn)	-38%	11%	7%	-14%	i	-0.4%	-17%	-17%	0.1
32	O=C(CSc1ccccc1Cl)c1ccco1	?	7%	-25%	?	i	?	3%	6%	-0.1
33	Cc1c(C)n(CC(O)CN2CCOCC2)c2ccccc12 (stereo not drawn)	?	4%	12%	11%	i	-0.7%	0%	4%	-0.4
34	O=C(CCc1ccccc1Cl)NC1CCCN(c2ccc(C(F)(F)F)cn2)C1 (stereo not drawn)	-13%	-5%	-4%	-20%	i	-0.2%	-8%	2%	-4.4
35	CCCCn1c(N)c(N(CCOC)C(=O)CCCc2nc3ccccc3c(=O)[nH]2)c(=O)[nH]c1=O	5%	1%	-9%	-24%	i	1.5%	-8%	7%	-3.8
36	Cc1ccc(C)c(C(=O)CCC(=O)NNC(=O)Cn2nc(C)cc2C)c1	-11%	8%	-8%	-11%	i	-0.5%	22%	2%	-0.4
37	O=C(c1ccco1)N1CCC(n2nnc3ccccc32)CC1	-19%	6%	-2%	?	?	-0.5%	-1%	?	1.9
38	O=C(Nc1nc(-c2cc(F)ccc2F)cs1)C1=NN(c2ccccc2)C(=O)CC1	-2%	10%	-15%	8%	i	11%	4%	-1%	-0.7
39	Cc1nn(Cc2ccccc2)c2c1C(c1ccc(Cl)cc1)C(C#N)=C(N)O2 (stereo not drawn)	-14%	28%	-10%	5%	i	?	-9%	5%	-2.0
40	CC1=C(C(=O)OCC(C)C)C(c2cc3c(cc2Br)OCO3)NC(=O)N1C (stereo not drawn)	?	5%	-30%	-19%	i	2.3%	4%	-15%	0.3
41	O=C(CN1C(=O)C2(SCC(=O)N2c2cccc(F)c2)c2ccccc21)NCCc1ccccc1 (stereo not drawn)	-16%	nt	-27%	?	i	3.8%	15%	-4%	nt
42	CCN(CC)CCCNc1oc(-c2cccc(Cl)c2)nc1C#N	40%[activator]	-8%	-32%	10%	i	0.2%	-21%	?	-0.6
43	Cc1cc2[nH]c3c(c[n+](C)c4ccccc34)c2cc1C	?	3%	10µM*	5.8µM*	nt	-2.0%	?	?	-0.9
44	CCC(C)NCC(=O)Nc1sc2c(c1C(N)=O)CCC2 (stereo not drawn)	2%	11%	-2%	-17%	i	2.0%	15%	-13%	0.3
45	C=CCNC(=O)c1onc(CSc2cccc(OC)c2)c1C(=O)O	-15%	-2%	-13%	-19%	i	-0.1%	150%[activator]	-6%	-0.3
46	COc1ccc(-c2nc3nc(C)cc(Nc4cccc(C(F)(F)F)c4)n3n2)cc1	5%	nt	-18%	11%	nt	0.8%	nt	0%	nt
